# TbHK1 inh – T. brucei hexokinase 1 inhibition; recombinant TbHK1, G6PDH-coupled NADH A340; inhibition, % at 10 µM; 220,000 compounds, 0.11% hits; AID 1430;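 active = inhibition of 50% or more in the single-dose primary screen; inactive = inhibition below 50%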
# TRPML3 ag – activates the human TRPML3 channel. Q8TDD5. HEK293 TRPML3-YFP, Fluo-8 calcium fluorescence; 100% = the carbachol control signal. activation, % at 3 µM. 220,000 compounds, 0.29% hits. AID 1448;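 active = activation above its plate's cutoff, the mean activation of the plate's test wells plus 3 SD, cut at about 12% in these data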;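 also: 0% = DMSO only wells and 100% = carbachol wells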
#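 Test system – HEK293 line with stable expression of human TRPML3-YFP channel · Control set – carbachol 87 µM final as high control (100%), DMSO as low control (0%) · Signal – Fluo-8 calcium dye fluorescence, ex 470-495, em 515-575 nm · Incubation – 1-h 37 °C dye load, 5-s basal, 120-s post-compound reads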
# Calpain2 inh – blocks pig calpain II enzyme activity; purified calpain II, fluorogenic peptide substrate, 30 min; inhibition, % at 16 µM; 220,000 compounds, 0.37% hits; AID 1236;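 active = inhibition above about 50%, limit read from the data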
# PPC-1+TRAIL kill – compounds killing PPC-1 cancer cells with TRAIL present (potentiator screen, no TRAIL-free arm) | PPC-1 cells + TRAIL, ATPLite viability luminescence | cell killing (% activity), % at 4 µM | 220,000 compounds, 0.41% hits | AID 1443;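 active = cell killing above 50% in the first pass at 4 µM, then a duplicate retest at 5 µM averaging 50% or more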;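 also: plate controls were cells with TRAIL plus DMSO for no effect and medium-only wells lacking cells for full effect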
# Cl transport mod – modulators of human KCC2 chloride dependent transport; KCC2 cells, thallium flux FluoZin-2 fluorescence; Q9H2X9; B-score of Tl+ flux slope (higher = more flux/activation; lower = inhibition) at 10 µM; 190,000 compounds, 2.2% hits;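 active = thallium flux slope and its plate-corrected score both differing from the plate sample mean at a set confidence after two filtering rounds, in either direction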;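 also: slope of fluorescence scaled to starting intensity during 10 to 20 s after thallium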
# EBV gp42 block – EBV gp42 inhibition; inhibition, % (tested at 21.74 µM); AID 1085; Q1HVG2; Fluorescence polarization binding assay, mP read-out; 220,000 compounds, 0.42% hits; in the data active = inhibition above about 50%
# Target sequence (Q1HVG2 whole entry, looked up): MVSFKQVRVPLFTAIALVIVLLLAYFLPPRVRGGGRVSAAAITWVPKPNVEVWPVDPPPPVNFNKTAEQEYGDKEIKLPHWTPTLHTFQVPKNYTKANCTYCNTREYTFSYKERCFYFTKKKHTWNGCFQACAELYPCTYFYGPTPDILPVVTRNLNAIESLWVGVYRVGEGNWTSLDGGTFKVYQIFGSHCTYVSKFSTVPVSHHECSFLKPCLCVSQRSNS
# Thrombin inh – inhibitors of human thrombin. P00734. alpha-thrombin, Boc-VPR-AMC fluorogenic substrate cleavage. inhibition, % at 5 µM. 220,000 compounds, 0.26% hits. AID 1046;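 active = inhibition at or above 40%; inactive = inhibition below 40%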;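 also: 0% = enzyme with no compound and 100% = wells without enzyme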
#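 System – human alpha-thrombin protein · Reagent – Boc-VPR-AMC substrate, 15 µM final · Compound – 5 µM single dose in 0.2% DMSO · Schedule – reaction at room temperature · Technique – AMC fluorescence at 355 nm excitation and 460 nm emission · Read-out basis – % inhibition relative to enzyme controls and enzyme-free blanks · Control set – no-compound enzyme wells and no-enzyme blanks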
# Furin inh – blocks human furin protease activity; inhibition, % at 30 µM; purified furin, fluorogenic substrate cleavage; AID 463115; 220,000 compounds, 0.061% hits; P09958; in the data active = inhibition above about 25%; also: inactives centre near -15
# Target sequence (P09958 108-714 limits assumed): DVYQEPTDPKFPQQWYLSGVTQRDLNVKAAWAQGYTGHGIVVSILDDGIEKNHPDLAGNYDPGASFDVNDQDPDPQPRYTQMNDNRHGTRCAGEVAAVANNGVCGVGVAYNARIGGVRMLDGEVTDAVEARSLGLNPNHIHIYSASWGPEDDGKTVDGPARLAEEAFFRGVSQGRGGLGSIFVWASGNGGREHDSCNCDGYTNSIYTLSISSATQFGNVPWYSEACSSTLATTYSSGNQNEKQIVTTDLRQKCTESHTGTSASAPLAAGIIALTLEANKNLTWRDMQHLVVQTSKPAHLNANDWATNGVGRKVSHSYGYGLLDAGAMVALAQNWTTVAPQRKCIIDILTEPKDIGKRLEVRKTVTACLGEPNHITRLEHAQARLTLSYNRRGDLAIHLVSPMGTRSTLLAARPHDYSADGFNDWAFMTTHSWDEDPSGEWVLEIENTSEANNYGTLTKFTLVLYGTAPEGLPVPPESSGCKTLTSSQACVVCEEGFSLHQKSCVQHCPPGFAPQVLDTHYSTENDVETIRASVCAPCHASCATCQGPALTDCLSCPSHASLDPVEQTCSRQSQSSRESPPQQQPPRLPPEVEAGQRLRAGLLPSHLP
# TRPN1 ag – zebrafish TRPN1 (NompC) channel agonism | 220,000 compounds, 0.18% hits | HEK293 zebrafish TRPN1-YFP, Fluo-8 calcium fluorescence; 100% = response to 87 µM carbachol | activation, % at 3 µM;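 active = activation above its plate's cutoff, the mean activation of test wells on that plate plus 3 SD, cut at about 19% in these data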;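 also: 0% = DMSO alone and 100% = 87 µM carbachol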
#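 Material: zebrafish TRPN1-YFP in HEK293 cells; Doses: single test compound dose, 3 µM nominal, 0.3% DMSO; Timing: dye loading 1 h at 37 °C, then 30 min room temperature; Technique: intracellular calcium fluorescence with Fluo-8; Benchmarks: high carbachol 87 µM, low DMSO alone.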
# An asterisk follows results filed as active; . = not tested or not shown; [ ] = dose if it differs, or a comment.
SMILES,TbHK1 inh,TRPML3 ag,Calpain2 inh,PPC-1+TRAIL kill,Cl transport mod,EBV gp42 block,Thrombin inh,Furin inh,TRPN1 ag
N#Cc1ccc(COn2nnc3ccccc32)cc1,1,-0.2,-5,4,-0.3,-21,-6,-28,-0.3
O=C(Nc1ccc(SC(F)F)cc1)c1cccc2nc3ccccc3nc12,0,-0.7,7,4,-0.33,-23,3,-14[20 µM],1.6
COc1ccccc1CNC(=O)C(CC(C)C)NS(=O)(=O)c1ccc2c(c1)oc(=O)n2C (stereo not drawn),-1,0.0,2,-11,.,-5,-5,-12,-0.1
CCC(=O)Nc1ccc(C(=O)CSc2nc(N)cc(N)n2)cc1,5,0.7,-5,4,-0.017,-6,1,-12,1.6
CCCCN1C(=O)C(NC(C)=O)c2cc(Br)ccc21 (stereo not drawn),-3,-0.2,17,0[5 µM],.,-17,6,-15,-0.7
O=C(O)c1ncsc1-c1ccccc1,-6,-0.2,18,-4,0.098,2,-3,-20,-0.5
COc1ccc(C2=NCC(CSc3nnnn3C)S2)cc1 (stereo not drawn),4,0.3,-22,-1,.,-7,-7,-19,0.6
CCOc1cc(C(N)=O)cc(OCC)c1OCC,1,0.1,9,5,1.1,-13,2,-18[20 µM],-1.1
CCOc1ccc(OCC)c(NC(=O)CSc2nc3ccccc3c(=O)n2C)c1,-4,-0.1,-34,17,.,-2,-10,-20,-0.7
COc1ccc(OCc2nc(N)nc(Nc3ccccc3OC)n2)cc1,1,-0.9,-8,15,.,-25,-1,-4[20 µM],-1.9
N#CCC(=O)N/N=C/c1ccc(OC2CSC2)cc1,0,-0.1,-39,3,0.45,-14,-9,-15,0.1
O=C1CCN(S(=O)(=O)c2ccccc2)N1,-4,0.7,-15,-13,-5.6*,-9,-8,-18,1.0
Cc1nc(-c2ccccc2Cl)sc1C(=O)/C=C/N(C)C,-29,-0.7,32,2,-1.5,-5,1,6,-1.2
Nc1nnc(-c2ccc(Cl)cc2)s1,17,-0.1,-16,7,1.6,-28,-4,-16[20 µM],0.0
CCC(C)NC(=O)c1cn(C)c(=O)c2cc(OC)c(OC)cc12 (stereo not drawn),-5,0.6,-12,18,-0.16,-10,0,-19,0.9
Cc1ccc(S(=O)(=O)NC(=O)Nc2ccc(OC(F)F)cc2)cc1,10,0.6,3,0,0.7,-6,-12,-7,1.2
COC(=O)c1nnn(CC(=O)Nc2cccc(Cl)c2C)c1C(=O)OC,-3,0.5,-40,-29,.,-8,0,-16[20 µM],-2.0
Cc1noc(C)c1COC(=O)CN(C)S(=O)(=O)c1ccc(Cl)cc1,-5,0.4,6,-13,-0.076,3,-5,-18,-1.1
O=C(COC(=O)c1cccnc1Cl)NCc1ccco1,-2,0.1,-64,1,0.89,2,-9,-19,-1.8
O=C(Nc1ccc(Cl)c(Cl)c1)Nc1ccccc1C(=O)O,-1,0.7,-78,14,-4.5*,-9,7,-27,-0.2

# Shown as a hit in Cl transport mod (from the list above):
SMILES | TbHK1 inh | TRPML3 ag | Calpain2 inh | Cl transport mod | EBV gp42 block | Thrombin inh | Furin inh
O=C1CCN(S(=O)(=O)c2ccccc2)N1 | -4 | 0.7 | -15 | -5.6* | -9 | -8 | -18
O=C(Nc1ccc(Cl)c(Cl)c1)Nc1ccccc1C(=O)O | -1 | 0.7 | -78 | -4.5* | -9 | 7 | -27

# (cont.)
SMILES,TbHK1 inh,TRPML3 ag,Calpain2 inh,PPC-1+TRAIL kill,Cl transport mod,EBV gp42 block,Thrombin inh,Furin inh,TRPN1 ag
N#C/C(=C\c1ccc(OC(=O)c2ccccn2)cc1)C(N)=O,-23,0.8,16,23,1.6,-12,4,2,0.3
Cn1cc(C(=O)c2cccc(Cl)c2)cc1/C=N\O,-10,-0.1,13,19,-1.5,-24,-1,-18,-1.9
Cc1nc(N(C)C)ncc1C(=O)O,0,1.0,-34,21,-0.0092,0,-5,-10[20 µM],0.9
COc1ccccc1-c1nnc(SCC(=O)NCc2ccco2)n1N,2,1.3,4,30,1.5,-6,-1,-26,0.2
CC(=O)c1cccc(NC(=O)C2CC(=O)N(Cc3ccccc3)C2)c1 (stereo not drawn),1,1.0,0,-7,0.97,2,-10,-21[20 µM],0.6
NC(=O)N/N=C/c1coc2ccc(O)cc2c1=O,-20,-0.8,10,-4,-0.57,-16,0,-16,-0.2
Cc1ccc(C(=O)Nc2nc3n(n2)C(c2ccccc2)CC(=O)N3)cc1 (stereo not drawn),0,0.7,11,10,-0.036,-6,-9,-19,0.1
CCN1CCc2c(OCc3ccccc3)cccc2C1=O,0,-0.6,-3,26,-0.64,-18,-4,-20,-2.1
COc1cccc(CN2CCN(Cc3ccc4c(NC(C)=O)cccc4n3)CC2CCO)c1 (stereo not drawn),-6,0.8,-55,15,0.93,-3,-5,-34,-0.1
CSc1nc(C)c(Oc2ccccc2)c(=O)n1C,-4,-0.3,-7,2,-0.16,-6,-6,-27[20 µM],-0.5
CC1(C)C(C=C(Cl)Cl)C1C(=O)N1CCN(Cc2ccccc2)CC1 (stereo not drawn),-4,0.8,-9,-6,-0.59,-9,3,-26,2.4
CC(C)(C)c1cc(NC(=O)NN2CCOCC2)nn1-c1c(Cl)cc(Cl)cc1Cl,-9,-0.9,12,-12,-0.5,-1,2,-4,0.6
CCOC(=O)c1c(C)n(C)c2ccc(OCC(O)CN3CCCCCC3)cc12 (stereo not drawn),3,0.1,4,19,0.49,-5,-2,-19,-1.0
COc1ccccc1NC(=O)Cn1cnc2c1c(=O)n(C)c(=O)n2C,6,0.6,-11,7,.,-5,-3,-2,1.4
COc1ccc(-c2nnc3n(CCc4ccccc4)c(=O)c4ccccc4n23)cc1OC,-1,0.3,7,-13,4.4*,-11,-2,-20,1.7
CC(C)Sc1nc2c(c(=O)[nH]c(=O)n2C)n1CC(O)COc1ccccc1 (stereo not drawn),-8,0.8,-2,16,0.46,-3,-5,-20,0.2
Nc1c(C(=O)O)cnc2c(-c3ccc(Cl)cc3)cnn12,-7,0.4,-46,34,-1.7,-8,5,-15,-0.4
COc1ccccc1-c1nc2cc3ccccc3cc2nc1-c1ccccc1,-15,-0.7,1,18,0.085,-2,-7,-16,-0.7
CC[C@H](C)[C@@H](NC(=O)O[C@@H]1C(=O)c2cc(Br)ccc2O[C@H]1c1cccc(OC)c1)C(=O)OC,0,0.2,-4,26,1.9,-9,-2,-12,0.3
O=C(c1cc(-c2cccs2)on1)N1CCN(C(c2ccccc2)c2ccccc2)CC1,-6,0.9,-3,-2,.,-12,4,-29[20 µM],-0.3
COc1ccc(-n2c(Cn3c(=O)sc4ccccc43)nnc2SCC(N)=O)cc1,6,-0.4,6,10,.,-14,-4,-21,-0.2
CNc1oc(-c2ccco2)nc1C#N,-8,0.4,-108,-2,.,-10,4,-24,-0.1
CCOc1ccccc1NC(=O)NC(=O)N(C)S(=O)(=O)c1ccc(C)cc1,-7,-0.2,-15,-15,-0.46,-7,-5,-25,0.4
Cc1nc(CS(=O)(=O)c2ccc(Cl)cc2)cc(Sc2ccc(Cl)cc2)n1,3,0.2,-4,4,.,-10,-7,-14[20 µM],0.2
O=C(Nc1cccc2ccccc12)N1CC=CCC1,-1,0.2,3,12,.,4,0,-15[20 µM],-0.8
N#Cc1c(C(F)(F)F)cc(-c2ccccc2)nc1SCc1nc(N)nc(N2CCOCC2)n1,-9,1.7,-50,25,0.043,-92,-3,-14,2.0
COc1cccc(N/C(SCc2ccccc2F)=C(/C#N)C(=O)NCc2cccs2)c1,-11,1.1,30,19,-0.01,0,1,8,2.8
CCCCc1ccc(NC(=O)N[C@@H](C)C(=O)O)cc1,1,1.0,-14,-16,1.9,-12,-9,-18,-1.0
O=C(O)c1cccc(CN2C(=O)CSC2=O)c1,-3,1.1,13,10,.,0,-6,-16,0.3
CCOC(=O)n1c(=O)n(Cc2ccccc2Cl)c2ccccc21,3,-1.6,-13,6,.,-7,4,-24[20 µM],-1.4
Cc1cc(C)c2cc3c(N)c(C(=O)N4CCc5ccccc5C4)sc3nc2c1,-7,0.9,-328,26,.,-3,-3,-7[20 µM],0.5
COc1cc(CCN2C(=O)N[C@@H](CCc3ccccc3)C(C(C)=O)=C2C)cc(OC)c1OC,0,0.1,22,20,-0.88,3,2,-10,1.9
N#Cc1ccc(/C=N/NC(=S)Nc2ccc(S(=O)(=O)N3CCOCC3)cc2)cc1,-27,0.7,6,16,1.2,-9,-3,-24,0.3
CCN1CCN(C(c2cccc(OC)c2)c2sc3nc(C)nn3c2O)CC1 (stereo not drawn),-4,-0.1,-6,21,0.77,-6,-7,-9,1.8
O=S(=O)(Nc1nc2c(s1)CCCC2)c1ccc(Br)cc1,-8,-0.8,-7,25,-0.42,-7,4,-22[20 µM],-0.7
c1coc(CNc2nc(N3CCCCC3)nc3ccccc23)c1,-5,0.7,-118,23,-0.47,-8,-8,-7,-0.2
CCOC(=O)CSc1nnc(CNc2ccc(F)cc2)o1,2,-0.9,-16,-12,-1.1,-9,-1,-1,-1.4
C=CCn1c(SCC(=O)Nc2ccc3c(c2)OCCO3)nnc1-c1ccccn1,5,0.4,-3,4,0.74,-9,-8,-20,0.3
Nn1c(-c2ccco2)n[nH]c1=S,-11,1.1,7,-10,0.27,-40,-7,-22,0.1
Cc1cccc2cc(CN(CC3CCCO3)C(=S)NCc3ccco3)c(=O)[nH]c12 (stereo not drawn),-11,-0.1,-5,4,-0.33,0,2,-6,0.8
CC(C)c1cc(O)c(-c2ccccc2)c(=O)n1-c1ccc(Cl)cc1,-6,0.1,23,18,0.84,-6,1,-12,-0.2
O=C(NCc1ccco1)C1CC(=O)N(c2ccc(Cl)cc2)C1 (stereo not drawn),-2,0.1,20,14,-0.28,-4,-4,-12,-1.1
COc1cc(C(=O)N(Cc2cccc(Cl)c2)C2CCS(=O)(=O)C2)cc(OC)c1OC (stereo not drawn),-8,0.1,-23,12,0.29,-22,3,-12[20 µM],-1.8
O=C1CCCC2=C1C(c1cn(-c3ccccc3)nc1-c1cccs1)c1c([nH]c(=O)[nH]c1=O)N2 (stereo not drawn),-9,-0.4,-42,-4,-0.26,34,-4,-9,-0.9
Cc1cc2cc(CNC(=O)c3cccc([N+](=O)[O-])c3)ccc2n1C,-1,1.2,-7,0,0.13,-16,-2,-10,0.4
O=S(=O)(c1ccc(Cl)cc1)c1snnc1-c1ccccc1,5,-0.9,-4,8,-0.055,-13,-5,-24[20 µM],-0.3
O=C1c2cccc3cccc(c23)C(=O)N1CCN1CCN(C(=S)Nc2ccc(Cl)cc2)CC1,-3,-0.2,54*,5,0.11,5,-14,-16,-1.5
Cc1cc(C)cc(NC(=S)NCc2ccc(S(N)(=O)=O)cc2)c1,-8,1.5,-17,8,0.95,-5,-13,-27,0.2

# As entered above:
# COc1cc(C(=O)N(Cc2cccc(Cl)c2)C2CCS(=O)(=O)C2)cc(OC)c1OC (stereo not drawn) @ EBV gp42 block = -22
# Cc1cc(C)cc(NC(=S)NCc2ccc(S(N)(=O)=O)cc2)c1 @ EBV gp42 block = -5
# Cc1cc2cc(CNC(=O)c3cccc([N+](=O)[O-])c3)ccc2n1C @ TRPML3 ag = 1.2

# High-throughput results deposited in PubChem BioAssay by several laboratories.
